Source: PubChem BioAssay
MOR-DOR ag: agonists of human mu-delta opioid receptor heterodimerization | cells, OPRM1-OPRD1 heterodimerization, luminescence | 340,000 tested, 0.3% active | activation, % at 9.3 µM | AID 504326 | P35372+P41143; in the data active = activation above about 18%;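 note: 0% = vehicle-treated cells and 100% = reference agonist; values of inactives mirror those of a sister screen read the other way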
OPRM1-OPRD1 inv: inverse agonists of human mu-delta opioid receptor heterodimerization | P35372+P41143 | cell-based MOR-DOR heterodimer luminescence, inverse agonism | inhibition, % at 9.3 µM | 340,000 tested, 0.21% active | AID 504357; in the data active = inhibition above about 22%, passing the limit was not always enough;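 note: 0% = cells with DMSO and 100% = wells without cells with DMSO; values of inactives mirror those of a sister screen read the other way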
HTR5A ag ctr: HTR5A agonism, opioid heterodimer counter-screen; HTR5A agonist assay, luminescence, cell-based; 340,000 tested, 0.61% active; activation, % at 9.3 µM; in the data active = activation mostly above about 9.5%, no sharp cut-off; inactive = mostly below about 7.6%;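 note: 0% = cells with vehicle only and 100% = reference agonist; strong numbers were not always called active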
Target sequence (P47898 whole entry, looked up): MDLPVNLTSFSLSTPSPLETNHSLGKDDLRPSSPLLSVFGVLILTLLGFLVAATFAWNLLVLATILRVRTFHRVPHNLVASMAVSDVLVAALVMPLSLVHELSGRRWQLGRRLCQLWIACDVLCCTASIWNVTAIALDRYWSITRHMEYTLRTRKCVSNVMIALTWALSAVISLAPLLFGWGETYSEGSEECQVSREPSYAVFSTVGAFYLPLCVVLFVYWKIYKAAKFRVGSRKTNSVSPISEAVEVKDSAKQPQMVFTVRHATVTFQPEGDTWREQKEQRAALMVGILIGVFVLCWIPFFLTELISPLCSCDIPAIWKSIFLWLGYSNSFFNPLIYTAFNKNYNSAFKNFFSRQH
PfHsp90 yeast 2: growth inhibition of yeast expressing Plasmodium Hsp90. 310,000 tested, 0.32% active. S. cerevisiae expressing PfHsp90, BacTiter-Glo ATP, 48 h; yeast lacking PDR1 and PDR3 efflux regulators. inhibition, % at 9.4 µM;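 active = every replicate shows inhibition above about 80%, whatever the replicate mean, limit read from the data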;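 note: 0% = DMSO neutral controls and 100% = 20 µM radicicol positive controls; yeast relying on Plasmodium falciparum Hsp90 in place of its own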
E coli growth: counter-screen for AddAB inhibitors: E. coli growth inhibition | 330,000 tested, 0.27% active | E. coli V3065 growth, OD600 absorbance, 18 h | inhibition, % at 11.9 µM;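 active = inhibition above the campaign's mean inhibition across all tested compounds plus 3 SD, cut at about 9.9% in these data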;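 note: uninfected addAB+ strain grown without phage in ampicillin broth; 0% = DMSO wells and 100% = ciprofloxacin 0.95 µg/ml wells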
Mot1-301 SUMO: inhibitors of SUMOylation pathway: yeast Mot1-301 growth rescue; S. cerevisiae Mot1-301 growth rescue, ATP luminescence, 38.5C; percent above DMSO median, 100 means doubled; growth rescue, % at 18.8 µM; 320,000 tested, 1% active;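 active = every valid replicate shows activation above 250% relative to neutral control wells; inactive = the rest, any valid replicate at or below 250%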;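 note: OY570 slx delta 5 strain wells were the positive control but not used for scaling; some compounds called inactive have numbers as strong as hits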
AddAB inh: less growth of phage-infected E. coli with AddAB | E. coli expressing H. pylori AddAB, absorbance growth | inhibition, % at 11.9 µM | 330,000 tested, 0.29% active | AID 435030; in the data active = inhibition above about 12%;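 note: 0% = vehicle wells of infected cells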
Pemphigus Ab inh: human desmoglein-3 autoantibody binding inhibition; binding (percent of control), % at 10 µM; 310,000 tested, 0.48% active; DSG3-coupled beads, scFv-anti-DSG3-GFP binding, flow cytometry; active compounds read low; P32926;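 active = binding more than 3 SD below its plate's average and above zero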;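 note: hits lower antibody fragment binding to DSG3; some compounds called inactive have numbers as strong as hits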
PKA-R1A act: activates the PKA-R1A holoenzyme complex; 340,000 tested, 0.083% active; AID 504707; PKA-R1A dissociation, Cy5-IP20 fluorescence polarization; scaled: DMSO 0%, 113 µM cGMP 100%; activation, % at 11.4 µM; P00514+P68181;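 active = percent activation above the mean of all tested compounds plus 3 SD, cut at about 19% in these data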;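 note: higher means more PKAc released from R1A so a rise in polarization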
HTR5A inv ag: HTR5A inverse agonism, opioid heterodimer counter-screen; inhibition, % at 9.3 µM; 340,000 tested, 0.083% active; HTR5A cell line, luminescence; AID 504634; in the data active = inhibition mostly above about 23%, no sharp cut-off; inactive = mostly below about 18%;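 note: 0% = cells with DMSO and 100% = no-cell wells with DMSO; some compounds called inactive have numbers as strong as hits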
phage Ecoli inh: E. coli growth loss with phage present; growth absorbance; inhibition, % at 11.9 µM; 360,000 tested, 0.26% active; AID 651602; in the data active = inhibition above about 11%
Active calls of the source: *; / = not tested or not shown.

SMILES	MOR-DOR ag	OPRM1-OPRD1 inv	HTR5A ag ctr	PfHsp90 yeast 2	E coli growth	Mot1-301 SUMO	AddAB inh	Pemphigus Ab inh	PKA-R1A act	HTR5A inv ag	phage Ecoli inh
CCOc1cc(S(=O)(=O)NCc2ccncc2)c(C)cc1C	-1.5	8	5	8	0.4	-6	2.6	82	-14	-13	4.4
Cc1ccc(C(C)C)cc1OCC(=O)NCCCn1ccnc1	-1.9	10	1	11	-3.7	14	-2.6	122	-7	-6	3.0
CN(CC(=O)N1CCCCCC1)S(=O)(=O)c1ccccc1	-3.3	16	2	16	2.3	7	0.2	123	-5	-6	3.2
CCN1CC=C2C(C#N)=C(N)C(C#N)(C#N)C(CCc3ccccc3)C2C1 (stereo unspecified)	-1.5	9	4	/	1.2	0	3.1	/	7	-9	3.7
COc1ccc(C(=O)N2CCc3ccccc32)cc1	1.6	-9	0	/	0.6	16	1.1	/	-5	-10	2.0
CCOC(=O)C1=C(C)NC(C)=C(C(=O)OCC)C1C(=O)OCC(=O)N(C)C	-3.7	20	4	17	3.2	-12	2.6	100	0	-10	1.5
COc1ccc(-c2cc(C(=O)N3CCCc4ccccc43)no2)cc1	0.8	-4	-4	-14	-1.2	5	0.0	104	4	6	2.3
Cc1cc(C(=O)COC(=O)COc2ccccc2C#N)c(C)n1CC1CCCO1 (stereo unspecified)	-1.9	8	-4	-31	0.3	2	0.3	109	5	11	0.4
CCN(CC)c1cc(NCCO)c([N+](=O)[O-])c2nonc12	-1.8	9	-3	1	-3.7	32	-1.0	105	-5	8	2.6
Cc1ccc(N(CC(N)=O)C2SC(=O)N(C)C2=O)cc1 (stereo unspecified)	-1.9	11	2	/	-0.8	39	-1.9	/	0	8	0.8
CCC1C/C(=C\c2cc(OC)c(OC)cc2OC)C(=O)/C(=C/c2cc(OC)c(OC)cc2OC)C1 (stereo unspecified)	4.8	-24	2	1	-3.6	3	-4.4	94	-11	-8	/
COCCOc1nc2c(c(=O)n(C)c(=O)n2C)n1Cc1cccc(OC)c1	-2.2	9	9	-12	1.6	558	3.6	/	-3	7	2.9
CC(=O)c1cnc(Nc2cccc(C)c2)s1	-1.8	10	-6	29	2.0	30	0.5	97	-4	17	3.5
COCCCN(C(=O)Cc1csc(-c2cccc(Cl)c2)n1)c1c(N)n(Cc2ccccc2)c(=O)[nH]c1=O	-1.4	8	-1	/	2.4	5	0.7	108	-13	3	0.3
COc1ccc(S(=O)(=O)n2cccc2)cc1	/	/	/	/	3.9	0	3.7	104	/	/	0.4
CC(=O)c1ccc(OCCCC(=O)N(CCC2=CCCCC2)c2c(N)n(Cc3ccccc3)c(=O)[nH]c2=O)cc1	-2.0	13	2	-8	1.1	11	-0.2	101	6	0	1.6
Cc1cc(NC(=O)CSc2nc3c(sc4ccccc43)c(=O)n2CCCN2CCOCC2)n[nH]1	-0.8	4	-3	22	-1.7	-12	-0.7	100	-13	-11	0.1
CN1CCN(S(=O)(=O)c2ccc3ccccc3c2)CC1	-0.8	4	-3	2	1.9	-25	3.8	106	-3	8	3.0
CC(=O)n1cc(-c2ccncc2)c2ccccc21	0.4	-2	4	8	0.7	-2	-0.3	104	7	-11	0.2
COc1cccc(OCc2cc(C(=O)N3CCC(c4ccncc4)CC3)no2)c1	2.1	-11	1	14	-2.0	-8	1.9	97	2	-2	2.8
CCN(CC)c1ccc(C2=NNC(=O)CC2C)cc1[N+](=O)[O-] (stereo unspecified)	-2.7	14	5	-7	1.9	60	1.1	102	-7	-25	3.2
Cc1ccc(S(=O)(=O)N2CCOCC2)cc1NC(=O)COC(=O)c1ccc(Cl)s1	-1.3	7	-2	2	0.5	2	-0.8	112	-5	7	1.5
CS(=O)c1ccccc1-c1nc(-c2ccc(Cl)cc2)no1 (stereo unspecified)	-0.6	4	-2	-26	-1.5	20	1.4	87	1	5	2.7
Clc1ccc(Cl)c(OCCCCN2CCNCC2)c1	-0.5	2	-2	-5	1.7	129	0.0	110	9	6	1.0
CCCc1cc(CNC(=O)C2CCC(=O)N(Cc3ccccc3OC)C2)on1 (stereo unspecified)	-0.2	1	0	22	-0.8	-8	0.3	/	-4	-9	0.5
CCOc1ccccc1NC(=O)C1=C(C)NC(=S)NC1c1cccs1 (stereo unspecified)	-2.5	13	4	-3	-1.2	-22	3.4	94	-10	8	1.7
COc1cc(OC)cc(-c2oc3cccnc3c2C#CCCO)c1	2.0	-11	7	1	-0.2	17	3.1	77	14	-37	1.1
CC(CCc1ccccc1)NC(=O)CSc1nnnn1C (stereo unspecified)	0.1	-1	0	-4	-1.1	3	0.1	84	-8	0	-1.7
O=C(c1cccc(Cl)c1)N1CCC(=O)N(C(COCc2ccccc2)Cc2ccccc2)CC1 (stereo unspecified)	0.1	0	7	11	-3.3	-6	2.9	98	-7	-21	1.8
Cc1ccc(OCC(O)Cn2c(N3CCCCC3)nc3c2c(=O)[nH]c(=O)n3C)cc1 (stereo unspecified)	-2.2	10	-3	6	0.2	-4	0.1	/	15	9	1.4
CC1(C)Cc2c(sc(NC(=O)c3ccc(S(=O)(=O)N4CCCC4)cc3)c2C#N)C(C)(C)N1	-4.0	13	-2	7	2.0	-14	1.7	105	4	-9	1.0
O=C(COc1ccc(NC(=O)c2ccccc2[N+](=O)[O-])cc1)c1ccc(F)cc1	-1.1	6	3	9	0.9	-3	1.9	103	-4	-9	5.1
C=CCn1c(CCc2ccccc2)nnc1SCC(=O)OC	-1.3	7	7	6	0.7	-4	0.8	108	-13	28	1.6
CCCCN(C)C(=O)C1CCN(C/C(C)=C/c2ccccc2)CC1	-1.3	7	3	-17	-2.1	-8	1.5	105	-4	-10	0.3
COc1ccc(-n2c3c(cc(C(=O)NCC(=O)c4ccccc4)c2=O)C(=O)CC(C)(C)C3)cc1	-4.9	20	1	-9	2.2	443*	5.7	115	-13	-3	-0.8
Cc1ccc(NC(=S)NCCN(C2CCCCC2)C2CCCC2)cc1	-1.3	7	3	13	4.4	71	3.8	97	-6	-10	2.8
Cc1c(Cl)c(C(=O)N2CCCC2)nn1C	-3.5	21	-3	-5	1.6	1	2.3	103	-5	8	3.2
Cc1nn(CSc2c(F)c(F)c(F)c(F)c2F)c(C)c1[N+](=O)[O-]	1.9	-10	4	-1	-2.5	-9	0.8	103	-6	-15	4.0
CC1C=CCC2C(=O)N(c3ccc(OC(=O)c4cccs4)cc3)C(=O)C12 (stereo unspecified)	-2.7	13	0	7	-1.6	2	-2.3	89	-3	-29	0.6
Cc1ccc2c(C)nc(Nc3nc(CSc4nc5ccccc5s4)cc(=O)[nH]3)nc2c1	-0.2	1	-3	-6	/	/	/	100	8	9	-0.2
COc1cccc(OCc2cc(C3Nc4ccccc4C(=O)N3Cc3ccco3)ccc2OC)c1 (stereo unspecified)	-1.7	10	1	18	/	-15	/	107	-3	-1	1.6
CCOC(=O)c1cc(C#N)c(N2CCCC2)nc1-c1ccccc1	3.5	-15	-1	23	-2.5	148	1.4	/	-4	6	-0.2
O=c1cc(-c2ccc(Cl)cc2)nc(N2CCN(c3ccccc3)CC2)[nH]1	2.4	-12	-3	-5	2.6	-15	6.6	115	4	8	3.2
N#C/C(=N/Nc1ccc(S(=O)(=O)N2CCOCC2)cc1)C(N)=O	-3.8	19	3	23	0.0	-9	2.1	96	4	12	4.1
CC(=O)Nc1ccc(NC(=O)C(C)OC(=O)c2ccc(N(C)C)cc2)cc1 (stereo unspecified)	-0.8	5	1	-26	2.1	-9	4.3	/	-2	-21	-3.4

Individual results from the results shown.
For Pemphigus Ab inh, Cc1ccc2c(C)nc(Nc3nc(CSc4nc5ccccc5s4)cc(=O)[nH]3)nc2c1 has the entry 100
For Pemphigus Ab inh, COc1cccc(OCc2cc(C3Nc4ccccc4C(=O)N3Cc3ccco3)ccc2OC)c1 (stereo unspecified) has the entry 107
For phage Ecoli inh, O=c1cc(-c2ccc(Cl)cc2)nc(N2CCN(c3ccccc3)CC2)[nH]1 has the entry 3.2
For E coli growth, CC1C=CCC2C(=O)N(c3ccc(OC(=O)c4cccs4)cc3)C(=O)C12 (stereo unspecified) has the entry -1.6
For Mot1-301 SUMO, CC(=O)Nc1ccc(NC(=O)C(C)OC(=O)c2ccc(N(C)C)cc2)cc1 (stereo unspecified) has the entry -9
For MOR-DOR ag, Cc1nn(CSc2c(F)c(F)c(F)c(F)c2F)c(C)c1[N+](=O)[O-] has the entry 1.9

Compound profiles (already shown). Order of values: MOR-DOR ag, OPRM1-OPRD1 inv, HTR5A ag ctr, PfHsp90 yeast 2, E coli growth, Mot1-301 SUMO, AddAB inh, Pemphigus Ab inh, PKA-R1A act, HTR5A inv ag, phage Ecoli inh
`COc1cccc(OCc2cc(C3Nc4ccccc4C(=O)N3Cc3ccco3)ccc2OC)c1` (stereo unspecified) across the screens: -1.7, 10, 1, 18, /, -15, /, 107, -3, -1, 1.6
`Cc1nn(CSc2c(F)c(F)c(F)c(F)c2F)c(C)c1[N+](=O)[O-]` across the screens: 1.9, -10, 4, -1, -2.5, -9, 0.8, 103, -6, -15, 4.0

2 of the compounds above, with each value named.
Cc1nn(CSc2c(F)c(F)c(F)c(F)c2F)c(C)c1[N+](=O)[O-]
  MOR-DOR ag: 1.9; OPRM1-OPRD1 inv: -10; HTR5A ag ctr: 4; PfHsp90 yeast 2: -1; E coli growth: -2.5; Mot1-301 SUMO: -9; AddAB inh: 0.8; Pemphigus Ab inh: 103; PKA-R1A act: -6; HTR5A inv ag: -15; phage Ecoli inh: 4.0

CC1C=CCC2C(=O)N(c3ccc(OC(=O)c4cccs4)cc3)C(=O)C12 (stereo unspecified)
  MOR-DOR ag: -2.7; OPRM1-OPRD1 inv: 13; HTR5A ag ctr: 0; PfHsp90 yeast 2: 7; E coli growth: -1.6; Mot1-301 SUMO: 2; AddAB inh: -2.3; Pemphigus Ab inh: 89; PKA-R1A act: -3; HTR5A inv ag: -29; phage Ecoli inh: 0.6
